Screens as filed in PubChem.
SENP1 FRET inh = SENP1 (human) catalytic domain inhibition; AID 624204; recombinant SENP1 catalytic domain, CyPet-SUMO1-YPet FRET cleavage; 0.21% of 360,000 active; inhibition, % at 10 µM;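 active means inhibition at least 30% at 10 µM, raw YFP signal under a set limit, fluorescence ratio 0.5 to 1.5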;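 further: 0% = enzyme with DMSO and 100% = no enzyme wells; some results filed as inactive read as strong as hits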
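Assay system: hSENP1 catalytic domain, recombinant. Amount: SENP1 enzyme, 20 pM final. Schedule: 50 min reaction, RT, dark. Technique: FRET, CFP and YFP emission. Control set: no-enzyme wells low, DMSO-plus-enzyme wells high control.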
PfG6PD inh = PfG6PD (Plasmodium falciparum) enzyme inhibition; 0.78% of 350,000 active; PfGluPho enzyme, NADPH resazurin-diaphorase fluorescence; AID 504690; inhibition, % at 20 µM;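 active means inhibition reaching at least a set limit at 20 µM in the primary screen, cut at about 59% in these data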;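 further: 0% = DMSO wells with substrate and 100% = DMSO wells lacking glucose-6-phosphate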
SENP8 block-1 = SENP8 protease inhibition | inhibition, % at 10 µM | purified SENP8, Z-RLRGG-aminoluciferin cleavage, luminescence | 1.2% of 330,000 active | AID 2540; in the data active means inhibition above about 50%
SENP7 inh = inhibitors of human SENP7 protease; Q9BQF6; recombinant SENP7, Z-RLRGG-aminoluciferin luminescence, 40 min; inhibition, % at 5 µM; 1.5% of 330,000 active;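 active means inhibition above about 50% at the single test dose, limit read from the data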;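 further: plate controls were DMSO with enzyme for no effect and no enzyme buffer wells for full effect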
HKDC1 inh = HKDC1 (human) hexokinase inhibition. Q2TB90. recombinant HKDC1, G6PDH/diaphorase resazurin coupled fluorescence. inhibition, % at 20 µM. 0.16% of 340,000 active. AID 493160;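 active means inhibition above about 35% when tested at 20 µM, limit read from the data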;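 further: plate controls were DMSO wells with enzyme for no effect and DMSO wells lacking enzyme for full effect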
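Assay system: in-house recombinant HK5 (HKDC1) enzyme. Input: HKDC1 at 5 µg/mL. Medium: Tris pH 8.0 buffer with MgCl2, Tween-20, BSA, BME. Dosing: single 20 µM dose. Schedule: 90 min reaction incubation at room temperature, dark. Signal: resazurin-to-resorufin fluorescence via G6PDH and diaphorase coupling, 525/613 nm. Controls: DMSO-enzyme wells negative, buffer-substituted wells positive.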
SENP8 block-2 = inhibitors of human SENP8 protease; Q96LD8; recombinant SENP8, Nedd8 substrate fluorescence; inhibition, % at 20 µM; 0.64% of 360,000 active; AID 602440; in the data active means inhibition mostly above about 40%, no sharp cut-off; inactive means mostly below about 27%
Apaf-1 inh = human Apaf-1 inhibition; reconstituted apoptosome caspase-3 activity, DEVD-Rh110 fluorescence; inhibition, % at 20 µM; 0.71% of 330,000 active; AID 489030; active means inhibition of at least 40% at 20 µM;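 further: plate controls were DMSO wells for no effect and DEVD-CHO caspase inhibitor wells for full effect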
Target sequence (O14727 whole entry, looked up): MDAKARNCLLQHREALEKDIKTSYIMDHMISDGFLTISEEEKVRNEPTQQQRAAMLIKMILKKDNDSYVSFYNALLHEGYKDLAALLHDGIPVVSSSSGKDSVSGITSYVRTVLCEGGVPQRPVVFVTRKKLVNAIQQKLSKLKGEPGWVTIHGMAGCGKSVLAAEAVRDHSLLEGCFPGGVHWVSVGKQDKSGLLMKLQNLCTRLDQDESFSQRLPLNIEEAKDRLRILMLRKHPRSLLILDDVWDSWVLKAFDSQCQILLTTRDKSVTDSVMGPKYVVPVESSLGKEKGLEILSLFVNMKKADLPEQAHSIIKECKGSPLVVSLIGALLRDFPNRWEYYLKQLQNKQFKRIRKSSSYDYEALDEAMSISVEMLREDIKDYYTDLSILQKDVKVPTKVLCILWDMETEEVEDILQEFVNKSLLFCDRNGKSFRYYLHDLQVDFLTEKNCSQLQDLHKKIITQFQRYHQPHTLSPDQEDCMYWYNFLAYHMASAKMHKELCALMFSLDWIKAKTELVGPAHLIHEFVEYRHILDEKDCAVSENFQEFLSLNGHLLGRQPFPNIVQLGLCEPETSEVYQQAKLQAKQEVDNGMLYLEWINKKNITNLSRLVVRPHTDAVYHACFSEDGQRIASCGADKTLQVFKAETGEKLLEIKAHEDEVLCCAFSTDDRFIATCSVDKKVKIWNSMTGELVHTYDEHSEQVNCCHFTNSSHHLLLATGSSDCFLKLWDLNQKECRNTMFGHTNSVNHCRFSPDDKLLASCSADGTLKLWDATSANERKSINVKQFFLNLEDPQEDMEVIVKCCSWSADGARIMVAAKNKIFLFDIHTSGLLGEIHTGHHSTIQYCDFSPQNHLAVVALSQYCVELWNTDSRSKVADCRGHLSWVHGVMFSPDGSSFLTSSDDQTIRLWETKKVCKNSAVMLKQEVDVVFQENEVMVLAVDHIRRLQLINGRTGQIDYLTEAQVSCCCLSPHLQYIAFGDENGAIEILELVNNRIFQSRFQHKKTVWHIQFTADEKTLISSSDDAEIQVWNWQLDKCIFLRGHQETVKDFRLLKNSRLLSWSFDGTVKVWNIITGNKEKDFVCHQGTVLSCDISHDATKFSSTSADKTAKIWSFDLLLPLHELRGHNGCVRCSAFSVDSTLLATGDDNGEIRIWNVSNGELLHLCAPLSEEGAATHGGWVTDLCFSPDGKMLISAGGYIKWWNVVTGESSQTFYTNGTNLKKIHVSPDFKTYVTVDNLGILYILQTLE
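System – cell-free apoptosome with Apaf-1, procaspase-3 and caspase-9 · Buffer or medium – pH 7.5 Hepes buffer with CHAPS, BSA, DTT · Also added – cytochrome c with DEVD-Rh110 · Times – 30 min compound preincubation, 50 min activation, room temperature · Technique – Rh110 fluorescence intensity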
SENP6 block = inhibitors of human SENP6 protease | inhibition, % at 10 µM | 1.8% of 330,000 active | Recombinant SENP6 catalytic domain, aminoluciferin luminescence | AID 2599;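 active means inhibition above about 50% at the single tested dose, limit read from the data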;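 further: plate controls were DMSO wells with enzyme for no effect and DMSO wells lacking enzyme for full effect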
The depositor's hits bear a star; · = no result given.

SMILES | SENP1 FRET inh | PfG6PD inh | SENP8 block-1 | SENP7 inh | HKDC1 inh | SENP8 block-2 | Apaf-1 inh | SENP6 block
CC1(C)CC(=O)c2c(Cc3ccccc3)n[nH]c2C1 | 1 | 0 | -8 | -2 | -9 | 15 | 8 | -6
CCOC(=O)C1CCCN(C(=O)c2ccc(OC(C)=O)cc2)C1 (stereo not drawn) | 1 | -24 | -3 | 2 | -8 | 3 | -6 | 8
CC(C)Cc1oc(C(=O)O)cc1CN1CCOCC1 | 1 | 1 | -5 | -4 | -11 | 16 | -7 | -5
CCCCCC(=O)Nc1ccc(C(=O)COC(=O)Cn2cnc3c2c(=O)n(C)c(=O)n3C)cc1 | 3 | -3 | -11 | 14 | -4 | -5 | 11 | -17
CCN(CC)CCNc1nc2c(c(=O)[nH]c(=O)n2C)n1CC(O)COc1ccc(Cl)cc1Cl (stereo not drawn) | 1 | -1 | 6 | 3 | -6 | 16 | -4 | 11
O=C(Nc1nc(-c2ccc(F)c(F)c2)cs1)c1cc([N+](=O)[O-])ccc1N1CCOCC1 | 0 | -9 | -7 | -5 | 1 | -63 | -8 | -6
CC(=O)N1CCN(CCN(CC2C(C)C=C(C)CC2C)C(C)=O)CC1 (stereo not drawn) | -4 | -5 | -2 | 0 | -6 | 15 | 7 | -10
CC(C)N(c1ccccc1)c1ccc(NC(=S)NCCN(C)C)cc1 | 2 | -4 | 2 | 2 | 2 | 4 | -5 | -36
CCOC(=O)c1ccccc1NS(=O)(=O)c1ccc(OCC)cc1 | 4 | 17 | -8 | 8 | 14 | -1 | 22 | 4
O=C(Cc1ccccc1)NNC(=O)Nc1ccc(Cl)c(Cl)c1 | 0 | 12 | 2 | 3 | -8 | 4 | -6 | -9
c1ccc2c(c1)CNC1(CCCCC1)C2 | 1 | 6 | -1 | 4 | -6 | 11 | -10 | -7
O=C(C1CCN(S(=O)(=O)c2ccccc2)CC1)N(CCc1ccccc1)Cc1ccco1 | -1 | 13 | 3 | 6 | 2 | 15 | 27 | -4
CC[C@@]12C(=O)N(c3ccc(C)cc3)C(=O)N1[C@H](c1ccc(OC)cc1)[C@@H]1C(=O)N(C(C)(C)C)C(=O)[C@@H]12 | 2 | 12 | 4 | -8 | -5 | 9 | 1 | -26
CCN1C(=O)/C(=c2\sc3nc(=O)c(Cc4ccccc4)nn3c2=O)c2ccccc21 | 1 | 36 | 1 | 10 | 9 | -4 | -17 | -11
CCOc1ccc2[nH]c(=O)c(CN(CC3CCCN3CC)C(=O)NCc3ccccc3)cc2c1 (stereo not drawn) | -46 | 18 | -5 | 3 | -1 | -406 | -137 | 5
Cn1nccc1C(=O)NC1CCCc2c1cnn2-c1ccc(F)cc1F (stereo not drawn) | 0 | -13 | -12 | -6 | -2 | 5 | 0 | 12
COc1ccc(NC(=O)CC2C(=O)N(c3ccccc3)C(=O)N2CCc2cccs2)cc1 (stereo not drawn) | 3 | -1 | 2 | 0 | -4 | 20 | 10 | -10
COc1ccccc1Nc1nc(N)nc(CN2CCN(c3ccccc3)CC2)n1 | 0 | 7 | -2 | 13 | 17 | 5 | 15 | -16
CSc1nnc(NC(=O)c2ccc(S(=O)(=O)N(C)C)cc2)s1 | 2 | 7 | 41 | 51* | -6 | -5 | -3 | 22
COC(=O)c1cc(Br)c(=O)n(CCN2CCCCC2)c1 | -2 | -27 | 3 | 0 | -10 | 17 | -12 | -9
Cc1cc(C(=O)N/N=C/c2ccc3c(c2)OCO3)c(C)o1 | 2 | -10 | 70* | 77* | 12 | -15 | 3 | 74*
Cc1ccc(CCN2CC(C(=O)NCCN3CCOCC3)CC2=O)cc1 (stereo not drawn) | · | -11 | -6 | 0 | -9 | · | -4 | -13
CCCCOC(=O)CSc1n[nH]c(=O)[nH]c1=O | 1 | -9 | 8 | 0 | -5 | 14 | -3 | -3
COc1cc(/C=C(\C#N)C(=O)Nc2ccc(C(=O)O)cc2)ccc1OC(=O)c1cccc(F)c1 | -41 | -2 | -2 | -2 | 13 | 17 | -13 | 16
CC1(C)NC(=O)N(CC(O)COc2ccc(-c3ccccc3)cc2)C1=O (stereo not drawn) | 1 | 12 | -25 | -13 | 3 | 12 | 3 | -16
CC(=O)N/C(=C\c1ccccc1)C(=O)OCc1cccc(S(=O)(=O)N(C)C)c1 | 1 | 4 | · | · | -3 | 10 | · | ·
NCC(=O)NCC(=O)OCc1ccccc1 | 2 | -15 | -9 | -6 | -11 | 19 | -34 | -19
Cc1cc(NC(=O)Nc2ccc(C)c(C)c2)no1 | 2 | 9 | -5 | 2 | -10 | 11 | -10 | -14
CC(C)C[C@@H](CO)N1CCN(CC(C)C)CCC1=O | -1 | 5 | 4 | -1 | -7 | 8 | -7 | 8
COC(=O)C1=C(C)N(C)C(=S)N(C)C1c1ccc(OC)cc1 (stereo not drawn) | 2 | 6 | -4 | 5 | -8 | 7 | -6 | -5

A draw from above in order of molar mass, highest first:
SMILES | SENP1 FRET inh | PfG6PD inh | SENP8 block-1 | SENP7 inh | HKDC1 inh | SENP8 block-2 | Apaf-1 inh | SENP6 block
CC(=O)N/C(=C\c1ccccc1)C(=O)OCc1cccc(S(=O)(=O)N(C)C)c1 | 1 | 4 | · | · | -3 | 10 | · | ·
CSc1nnc(NC(=O)c2ccc(S(=O)(=O)N(C)C)cc2)s1 | 2 | 7 | 41 | 51* | -6 | -5 | -3 | 22
COC(=O)C1=C(C)N(C)C(=S)N(C)C1c1ccc(OC)cc1 (stereo not drawn) | 2 | 6 | -4 | 5 | -8 | 7 | -6 | -5
Cc1cc(C(=O)N/N=C/c2ccc3c(c2)OCO3)c(C)o1 | 2 | -10 | 70* | 77* | 12 | -15 | 3 | 74*
NCC(=O)NCC(=O)OCc1ccccc1 | 2 | -15 | -9 | -6 | -11 | 19 | -34 | -19

More structures:
SMILES | SENP1 FRET inh | PfG6PD inh | SENP8 block-1 | SENP7 inh | HKDC1 inh | SENP8 block-2 | Apaf-1 inh | SENP6 block
COCC(C)N1CCC(n2nccc2NC(=O)CCCc2ccccc2)CC1 (stereo not drawn) | -22 | -1 | -2 | -5 | -6 | 4 | -2 | -5
O=C(COC(=O)CCN1C(=O)C2CC=CCC2C1=O)NCCc1ccc(F)cc1 (stereo not drawn) | 3 | -7 | -16 | -5 | -3 | 7 | 14 | -26
COC(=O)CNc1c(-c2ccccc2)nc2ccc(Br)cn12 | -1 | 48 | -15 | 7 | 1 | -70 | 1 | 0
CCN(Cc1ccccc1)c1ccc(/C=N/NC(=S)NC(C)C)cc1 | -7 | 13 | -2 | 1 | -5 | -400 | 12 | -14
Cc1cccc(-c2ocnc2C(=O)N2CCN(C(=O)c3cccs3)CC2)c1 | 1 | -3 | -1 | -15 | -6 | 8 | 11 | -11
NS(=O)(=O)c1ccc(CCNc2ccnc3cc(Cl)ccc23)cc1 | -2 | 3 | 5 | 1 | 2 | -120 | -1 | 15
COC(=O)Nc1sc2c(c1C(N)=O)CCCCCC2 | 0 | 58 | -1 | 1 | -8 | 28 | 3 | 4
O=C(COC(=O)c1ccccc1F)NC(=O)NC1CCCC1 | 0 | -17 | -12 | 3 | -5 | 14 | 7 | -17
Cc1ccc(C(=O)OCC(=O)NCCN2C(=O)CSC2=O)cc1 | 4 | 3 | -14 | -6 | 12 | 10 | 1 | -5
COc1ccc(N2CCCn3c2nc2c3c(=O)n(Cc3ccccc3F)c(=O)n2C)c(OC)c1 | 2 | 24 | -1 | -2 | -1 | 30 | 11 | 3
C/C(=N\NC(=O)COc1ccccc1[N+](=O)[O-])c1cccc(NC(=O)c2ccncc2)c1 | 2 | -12 | -5 | -10 | 2 | 5 | 6 | 2
Cc1cccc(C2c3[nH]c4ccccc4c3CCN2C(=O)c2cc(CC(C)C)[nH]c(=O)n2)n1 (stereo not drawn) | -15 | -12 | 0 | 6 | -6 | -7 | 11 | 19
C=CCN(CC=C)C(=O)c1cc(Cl)ccc1[N+](=O)[O-] | 0 | -2 | 0 | 3 | 9 | 6 | 2 | -13
CCN1C(=O)CC(N2CCN(c3ccc(Cl)cc3)CC2)C1=O (stereo not drawn) | 2 | 4 | -5 | -3 | -2 | 7 | 1 | -10
S=C(Nc1ccccc1)N1CCOCCOCCN(C(=S)Nc2ccccc2)CCOCCOCC1 | 0 | 24 | 3 | 0 | 5 | 21 | -11 | -1

No new results follow: entries from further up.
SMILES | SENP1 FRET inh | PfG6PD inh | SENP8 block-1 | SENP7 inh | HKDC1 inh | SENP8 block-2 | Apaf-1 inh | SENP6 block
Cc1cc(NC(=O)Nc2ccc(C)c(C)c2)no1 | 2 | 9 | -5 | 2 | -10 | 11 | -10 | -14
CC(C)C[C@@H](CO)N1CCN(CC(C)C)CCC1=O | -1 | 5 | 4 | -1 | -7 | 8 | -7 | 8

Additional structures:
SMILES | SENP1 FRET inh | PfG6PD inh | SENP8 block-1 | SENP7 inh | HKDC1 inh | SENP8 block-2 | Apaf-1 inh | SENP6 block
Cn1/c(=N/NC(=O)c2cccc(OC(F)F)c2)sc2ccccc21 | -2 | 1 | 1 | 6 | 6 | 5 | 7 | 7
CCOc1cc(C#N)ccc1OCC(=O)N1CCN(C(=O)c2cccs2)CC1 | -1 | -3 | 0 | 6 | -4 | 9 | -13 | 7
Cc1cccc2cc(-c3ccccc3)c(-c3ccccc3)c[n+]12 | 2 | 5 | · | · | -12 | -40 | · | ·
CNC(=O)C12CCC(C)(c3nc4cc(C)c(C)cc4nc31)C2(C)C (stereo not drawn) | -1 | -1 | 0 | 4 | -2 | 12 | -1 | 7
O=C(NCc1ccc2c(c1)OCO2)c1ccc(CSCc2cccc(Cl)c2)o1 | -1 | 8 | -2 | 3 | -4 | 8 | 16 | -9
CCN1CCN(Cc2ccc(NC(=O)Nc3ccccc3)cc2)CC1 | 3 | -23 | 0 | -4 | 11 | 14 | -6 | 6
CN(CC(=O)Nc1ccc(F)c(F)c1F)C(=O)/C=C/c1ccco1 | 2 | -22 | 2 | -1 | -2 | 5 | 0 | 18
O=C1OC(Nc2nccs2)c2ccccc21 (stereo not drawn) | 0 | -13 | -8 | -10 | -1 | 15 | 10 | -16
O=C(/C=C/c1ccc2c(c1)OCO2)N1CCN(c2ccccc2F)CC1 | -2 | 9 | -10 | -1 | -7 | -39 | 2 | -19
O=C(NCc1ccccc1)C1(c2cccc(F)c2)CCCC1 | 1 | -16 | -7 | -11 | -1 | 8 | 9 | -2
COC/C=C/C1=CC2=CC(=O)C(C)(OC(=O)c3ccco3)C(=O)C2=CO1 (stereo not drawn) | · | · | -2 | -10 | · | · | 12 | -23
CCc1ccc2oc(=O)cc(CN3CCN(Cc4ccccc4)CC3)c2c1 | -1 | -1 | 6 | 7 | -2 | 16 | 19 | 14
Cc1cc(C)nc(NC(=O)c2c(F)c(F)c(F)c(C(=O)Nc3cc(C)cc(C)n3)c2F)c1 | -13 | 6 | 4 | 3 | 5 | -357 | -16 | -12
O=C(O)CCCCCCCCCC(=O)c1cccs1 | 0 | -39 | -9 | 3 | -8 | 7 | -1 | 1
CCOC(=O)N1CCC(N(CCN(C)C)C(=S)Nc2cc(Cl)ccc2C)CC1 | 2 | 19 | -2 | 6 | 1 | 20 | 0 | -2
Cc1ccc(-n2cc(CNCCN3CCOC3=O)c(-c3ccc(F)cc3)n2)cc1 | 0 | 7 | -2 | 9 | -5 | 11 | 11 | 2
Cc1nc2ccccc2c(=O)n1NC(=O)c1cc(Br)ccc1Cl | 2 | -15 | 0 | -2 | -2 | 16 | -5 | 7
Cc1c(Cl)cnc(NC(=O)CSc2nnnn2C)c1Cl | 0 | -1 | -9 | -7 | 0 | 11 | 3 | -15
COc1ccc(CC(=O)Nc2cccc(-c3ccc4nnc(C)n4n3)c2)cc1OC | 2 | 8 | 3 | 11 | -4 | 13 | -10 | 6
